ARNT-TACC3 inh – disruptors of ARNT/TACC3 protein interaction, primary screen, biochemical, AlphaScreen, single concentration; hit rate 0.66% among 390,000; AlphaScreen His-ARNT PAS-B/GST-TACC3 binding, luminescence; TACC3 fragment carries E629A point mutation; inhibition, % at 9.99 µM;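 active = mean inhibition of replicates at least 50% and at least half of replicates each reaching 50%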;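 also: 0% = complete ARNT plus TACC3 wells and 100% = ARNT alone without TACC3; many hits fall short of the cut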
* = called active by the depositor. This is a subset; rates above refer to the full screens.

mol | ARNT-TACC3 inh
CCOC(=O)c1ccc(NC(=O)C(=O)NCC2CCCO2)cc1 (stereo unspecified) | 1
COC(=O)Nc1nc(C)c(C(=O)c2ccccc2)s1 | 0
COC(=O)c1cc(C)sc1NC(=O)c1cccnc1 | 1
CCc1cccc(C)c1NC(=O)C1=C(C(=O)O)CCCC1 | 2
CC(C(=O)NCc1ccccc1)N1C(=O)CN(C)C(=O)c2ccccc21 (stereo unspecified) | 27
O=C(CSc1nnc(-c2ccc(Cl)cc2)n1Cc1ccco1)Nc1ccc2c(c1)OCCO2 | -6
CCc1ccccc1N1CCN(S(=O)(=O)c2ccc(F)c(C)c2)CC1 | -2
O=C(COc1ncnc2scc(-c3ccc(F)cc3)c12)NCc1ccco1 | 0
Cc1nc(-c2ccccc2)c(-c2ccccc2)[nH]1 | 1
O=C(c1ccco1)N1N=C(c2cccs2)CC1c1ccc(F)cc1 (stereo unspecified) | -1
Cc1cccc(N2CCN(CC(=O)NCC3CCCCC3)CC2)c1C | -6
CC(C)C[C@H](NC(=O)NCc1ccccc1Cl)C(=O)O | -6
COc1ccc(-c2occ(C(=O)O)c2C(=O)O)cc1 | -2
O=C(Nc1sc2c(c1C(=O)O)CCCCC2)c1ccco1 | -4
COc1cccc(C(=O)NC2(C(F)(F)F)N=C3SCCN3C2=O)c1 (stereo unspecified) | -5
COc1cccc(OC)c1OCCCN1CCOCC1 | -2
COc1cc(OC)c(NC(=O)c2ccco2)cc1Cl | -4
Cc1cc(SCC(=O)c2ccc3c(c2)OCO3)nc2ccccc12 | -5
O=C(CC(=O)NC1CCCCC1)N/N=C/c1ccc(Cl)cc1 | -6
CCCn1c(=O)c(C(=O)NCc2cccnc2)c(O)c2ccccc21 | -11
CCc1ccc2nc(NC(=O)CCCc3cccs3)sc2c1 | -4
CCOC(=O)C1CCCCN1Cc1ccc(C(F)(F)F)cc1 (stereo unspecified) | -4
C/C=C(\C)C(=O)NCCN1C2=NC[C@H](Cc3ccccc3)N2C[C@H]1Cc1ccc(O)cc1 | -5
Cc1ccc(NC(=O)c2cc(N3C(=O)C4CC=CCC4C3=O)ccc2N2CCCCC2)cc1 (stereo unspecified) | -6
O=[N+]([O-])c1cc(S(=O)(=O)Nc2cccc(C(F)(F)F)c2)ccc1-n1nnc2ccccc21 | -7
CC[C@]12c3[nH]c4cc(-c5ccco5)ccc4c3CCN1C(=O)[C@@H](CC(=O)NCCC1=CCCCC1)C[C@@H]2C(=O)N1CCN(C(=O)c2ccco2)CC1 | 3
CCOC(=O)c1c(N2C(=O)C=CC2=O)sc(C)c1C | 5
CCOC(=O)c1ccccc1NC(=O)CSc1nc(N)cc(N)n1 | 9
O=C(Cn1nnc(-c2ccccc2F)n1)Nc1ccc(C(=O)N2CCOCC2)cc1 | -3
CCCOc1ccc(C(=O)CCNC(Cc2c[nH]c3ccccc23)C(=O)O)cc1 (stereo unspecified) | -10
Cc1cc(C)n(CCCNC(=O)c2ccc3c(c2)NC(=O)CS3)n1 | 0
CC(=O)c1cc(-c2ccc(F)cc2)n(CCC(=O)Nc2cc(C)[nH]n2)c1C | 8
COC(=O)C1=C(C)NC(=O)CC1c1ccccc1 (stereo unspecified) | -6
COc1ccc(-c2c(-c3ccc(O)cc3O)n[nH]c2C)cc1OC | 16
CCCCc1ccc(S(=O)(=O)Nc2cc(C)on2)cc1 | -3
Cc1ccc(S(=O)(=O)N2C(=O)CCC2C(=O)Nn2cnnc2)cc1 (stereo unspecified) | -4
COc1cccc(C(=O)Nc2cnc(NC(=O)c3ccco3)cc2C)c1 | -4
CC(C)CN1CCC(C(=O)NCC2CCCO2)CC1 (stereo unspecified) | -3
CCOC(=O)C1=C(C)N=C2SCCC(=O)N2C1c1sccc1C (stereo unspecified) | 11
CCOc1ccccc1NC(=O)C(Sc1ccccc1)c1ccccc1 (stereo unspecified) | 15
N#Cc1cnc2sc3ccccc3n2c1=N | -2
COc1ccc(-n2c(COc3ccccc3)nnc2SCc2ccc(C#N)cc2)cc1 | 2
CC(C)(C)N1C(=O)c2ccc(C(=O)O)cc2C1=O | -2
O=C(COc1ccc(-c2ccccc2)cc1)N1CCN(C(=O)c2cccnc2)CC1 | -7
COc1cccc(C(=O)Oc2cc(-c3ccccc3)no2)c1 | 0
Cc1ccc(NC(=O)c2cc(-c3ccc(C)o3)nc3ccccc23)nc1 | -2
Cc1ccc(CN2CCSc3ccc(C(=O)NC4CCCC4)cc32)cc1 | 2
COc1ccc(C2CC(c3ccc(Br)cc3)=NN2C(=O)CSC2=NN3CCCC(=O)N=C3S2)cc1 (stereo unspecified) | -5
CCOCCCNC(=O)C1c2ccccc2C(=O)N2CCc3ccccc3C12 (stereo unspecified) | 4
COc1ccc(CN2CCN(S(=O)(=O)c3ccccc3)CC2)c(OC)c1 | 6
Nc1scc2c(C(=O)N/N=C/c3ccc(Cl)cc3)nn(-c3ccccc3)c(=O)c12 | 7
CCc1nc(NC(C)C)c2oc3ccccc3c2n1 | -7
C=CCn1c2ccccc2c2nnc(SCc3ccc4nonc4c3)nc21 | -1
NC(=O)C1(N2CCCCC2)CCN(C(=O)c2ccc(C#CC3(O)CCCCC3)cc2)CC1 | -3
Cc1ccc(CN2C(=O)CCC2C(=O)NCc2ccco2)cc1 (stereo unspecified) | 1
Cc1ccc(NC(=O)C(=O)NC2CCCCC2)cc1 | -6
Cc1nn(CCC(=O)O)c2nc(-c3cccnc3)cc(C(F)(F)F)c12 | -11
C/C(=C\C(=O)c1ccccc1)Nc1ccc(O)cc1 | 4
Cc1ccc(N2CCN(/N=C/c3sccc3C)CC2)cc1 | -7
Cn1c(N2CCOCC2)c(/C=N/OC(=O)c2ccc(F)cc2)c2ccccc21 | -9

Some of these compounds in order of the ARNT-TACC3 inh value, highest first:
compound	ARNT-TACC3 inh
COc1ccc(-n2c(COc3ccccc3)nnc2SCc2ccc(C#N)cc2)cc1	2
Cc1ccc(CN2C(=O)CCC2C(=O)NCc2ccco2)cc1 (stereo unspecified)	1
Cc1ccc(NC(=O)c2cc(-c3ccc(C)o3)nc3ccccc23)nc1	-2
COc1cccc(C(=O)Nc2cnc(NC(=O)c3ccco3)cc2C)c1	-4
CCc1nc(NC(C)C)c2oc3ccccc3c2n1	-7

Shown with each value named: part of the list above
SMILES: C=CCn1c2ccccc2c2nnc(SCc3ccc4nonc4c3)nc21
  ARNT-TACC3 inh = -1

SMILES: NC(=O)C1(N2CCCCC2)CCN(C(=O)c2ccc(C#CC3(O)CCCCC3)cc2)CC1
  ARNT-TACC3 inh = -3

SMILES: Cc1ccc(CN2C(=O)CCC2C(=O)NCc2ccco2)cc1 (stereo unspecified)
  ARNT-TACC3 inh = 1

SMILES: Cc1ccc(NC(=O)C(=O)NC2CCCCC2)cc1
  ARNT-TACC3 inh = -6

The main list resumes; the 2 compounds before the break are reprinted first.
mol | ARNT-TACC3 inh
Cc1ccc(N2CCN(/N=C/c3sccc3C)CC2)cc1 | -7
Cn1c(N2CCOCC2)c(/C=N/OC(=O)c2ccc(F)cc2)c2ccccc21 | -9
CCOCc1cc(C)[nH]c(=O)c1C#N | -6
O=C(NC1CCS(=O)(=O)C1)Oc1ccccc1 (stereo unspecified) | -3
CC1=NN(/C(=N\c2nnc(C)s2)Nc2ccccc2)[C@H](c2ccc(C)cc2)S1 | 12
C(=N\N1CCN(Cc2ccccc2)CC1)/c1cccs1 | 13
COCCNC(=O)Cn1nc(C(F)(F)F)c(Cl)c1C | -1
C=CCOC(=O)C(C#N)c1nc2ccccc2nc1N1CCN(Cc2ccccc2)CC1 (stereo unspecified) | -4
COCCn1c(=O)[nH]c2cc(C(=O)Nc3cccc(C(C)=O)c3)ccc2c1=O | -1
COc1ccc(C(=O)NC2CCCCC2)cc1S(=O)(=O)N1CCCC1 | 9
Cc1ccc(C(=O)CN2/C(=C(\O)c3ccccc3)C(=O)c3ccccc3S2(=O)=O)c(C)c1 | 25
COCC(O)CSc1nc(C)[nH]c1[N+](=O)[O-] (stereo unspecified) | 1
Fc1ccc(Sc2cc(Cl)c(-c3ccccc3)nn2)cc1 | 0
CCCCOc1ccc(C(=O)NNC(=S)NC(=O)CC)cc1 | 3
CS(=O)(=O)c1sc2nc(-c3cccs3)cc(-c3ccccc3)c2c1N | 3
Cc1nnc(N2CCCCC2)c2ccccc12 | -2
COc1cc(C2NC(=O)NC(C)=C2C(=O)OCc2ccc(C)cc2)cc(OC)c1O (stereo unspecified) | 14
O=C(CSc1ncn[nH]1)Nc1ccccc1C(=O)O | -7
CCOc1ccc(N(Cc2cc3ccc(C)cc3[nH]c2=O)C(=O)COC)cc1 | -3
Cc1ccc2c(CSc3nnc(N)s3)cc(=O)oc2c1 | -2
CCc1n[nH]c2c1/C(=N/O)CCC2 | -1
O=C(CCCc1ccccc1)NCCCN1CCOCC1 | 2
COc1cccc(-c2ccc(-c3noc(-c4cccs4)n3)c(OC)n2)c1 | -8
O=C(c1ccccc1)c1ccc(Oc2ncccn2)cc1 | -2
Cc1ccc(N(CCCCN2C(=O)c3ccccc3C2=O)C(=O)c2cccs2)cc1 | 0
Cc1nnsc1NC(=O)OCC(C)C | -15
O=C(CSc1nnnn1-c1ccccc1)Nc1ncc2c(n1)CC(c1ccccc1)CC2=O (stereo unspecified) | -4
Cc1cc2nc3c(c(=O)n2[nH]1)CCCC3 | 1
Cc1ccc(NC(NC(=O)c2cccs2)C(Cl)(Cl)Cl)cc1C (stereo unspecified) | 5
COc1ccc(/C=N/n2cnnc2SCc2ccc(OC)cc2)cc1 | 0
C=CCn1c(SCC(=O)Nc2c(C)cccc2C)nnc1-c1cnccn1 | 1
COc1ccc(OC)c(NC(=O)CSc2nnc(Cc3cccn3C)n2CCc2ccccc2)c1 | 8

Quoted from the listing:
For ARNT-TACC3 inh, Cc1ccc(N(CCCCN2C(=O)c3ccccc3C2=O)C(=O)c2cccs2)cc1 is listed with 0
For ARNT-TACC3 inh, C=CCOC(=O)C(C#N)c1nc2ccccc2nc1N1CCN(Cc2ccccc2)CC1 (stereo unspecified) is listed with -4
For ARNT-TACC3 inh, COc1ccc(OC)c(NC(=O)CSc2nnc(Cc3cccn3C)n2CCc2ccccc2)c1 is listed with 8
For ARNT-TACC3 inh, Fc1ccc(Sc2cc(Cl)c(-c3ccccc3)nn2)cc1 is listed with 0
For ARNT-TACC3 inh, O=C(CCCc1ccccc1)NCCCN1CCOCC1 is listed with 2
For ARNT-TACC3 inh, CCCCOc1ccc(C(=O)NNC(=S)NC(=O)CC)cc1 is listed with 3
For ARNT-TACC3 inh, O=C(NC1CCS(=O)(=O)C1)Oc1ccccc1 (stereo unspecified) is listed with -3

(continued)
mol | ARNT-TACC3 inh
Cc1cccc(NC(=O)CN2C(=O)NC(Cc3ccccc3)C2=O)c1 (stereo unspecified) | -1
CCN(CC)c1ccc(NC(=O)c2cncc(Br)c2)cc1 | 6
CC12CC(NC(=O)N1c1cccc(C(=O)N3CCN(c4ccccc4)CC3)c1)c1ccccc1O2 (stereo unspecified) | 2
CCOC(=O)c1cnn(-c2ccccc2)c1NC(=O)CSc1nnc(-c2cccs2)n1CC | -2
CCNc1nc(NCC)nc(C(=O)NN)n1 | 75*
COC(=O)C1C(=O)OC(C)(C)C1C(C)C(=O)c1ccccc1 (stereo unspecified) | -9
COc1ccc(C(=O)O/N=C(\C)c2ccccc2)cc1 | -5
O=C(Nc1cc(C(F)(F)F)ccc1N1CCCCC1)c1ccco1 | 3
O=C(NC1CSC/C1=N\O)c1ccccc1 (stereo unspecified) | -2
COc1ccc(CN2C(=O)C(Cc3ccccc3)Nc3ncnc(N4CCCCC4)c32)cc1 (stereo unspecified) | -2
Cc1ccc(NC(=S)NCCC(c2ccccc2)c2ccccc2)c(C)c1 | 3
COCc1nnc(N)s1 | -4
O=C(CCc1ccncc1)NC1CCCc2c1cnn2-c1cc(F)cc(F)c1 (stereo unspecified) | 0
COC(=O)C1=C(C)N(C)C(C)=C(C(=O)OC)C1c1ccncc1 | 21
Cc1c(N2C(=O)/C(=C/c3cccc4ccccc34)SC2=S)c(=O)n(-c2ccccc2)n1C | 4
CCCCn1nc(NC(=O)c2cccs2)c2cc3cc(OC)ccc3nc21 | -64
O=C(Oc1ccc(=O)n(-c2ccccc2)n1)c1ccccc1 | 0
CN1C(=O)CCC1(O)c1ccccc1 (stereo unspecified) | 0
O=C(NCc1ccccn1)c1ccc(COc2ccc(Cl)cc2)o1 | 6
Cc1ccc(C(=O)N/N=C/c2nc3ccccc3n2C)cc1 | -2
Cc1ccc(SCC(=O)Nc2cccnc2)cc1 | 2
O=C1C2=C(SCCS2)C(=O)N1CCCO | -4

Compound activity from PubChem.
